High-throughput results: PubChem, several laboratories
HIF activator: HIF pathway transcriptional activators, primary screen, cell-based, U2OS HRE-luciferase, luminescence | 300,000 tested, 0.32% active | activation, % at 7.5 µM (by protocol) | U2OS HRE-luciferase reporter; normalized: DMSO 0%, desferrioxamine 100% | AID 1910, 2009;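 active = mean activation of at least 10% of the iron chelator positive control signal, with at least half of replicates also reaching 10%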
HSF-1 act: HSF-1 activators, primary screen, NIH3T3-HGL cells, MG132 stress, luminescence, single point | activation, % at 9 µM | NIH3T3-HGL HSF-1 luciferase reporter, 8 h; 100% = twice DMSO control signal | 300,000 tested, 1.7% active;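 active = mean replicate activation of at least 50% with a set share of replicates each reaching 50%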;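 note: 0% = median of the neutral control wells and 100% = twice that signal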
KLF5 inh: KLF5 expression inhibitors, primary screen, DLD-1 cells, luminescence; inhibition, % at 5 µM; 290,000 tested, 0.23% active; DLD-1 KLF5 promoter-luciferase reporter; AID 1700, 2009;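 active = inhibition above a per-plate limit of that plate's mean compound inhibition plus 3 SD, cut at about 60% in these data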;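 note: 0% = DMSO wells and 100% = LY294002 at 200 µM; higher means less KLF5 promoter-driven luciferase light; inactives centre near -14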
GSK3beta inhib: human GSK3beta kinase inhibitors, primary screen, biochemical, cell-free homogeneous, HTS. GST-GSK3beta kinase, ADP-Glo luminescence, 60 min; active compounds read low. AID 2097, 2009. activity score (negative = inhibition), % at 10 µM. 300,000 tested, 0.038% active;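 active = more than half of replicate wells score below -50%, meaning over 50% inhibition versus plate controls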;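 note: 0% = median DMSO wells and -100% = median GW8510 positive control wells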
Target sequence (P49841 whole entry, looked up): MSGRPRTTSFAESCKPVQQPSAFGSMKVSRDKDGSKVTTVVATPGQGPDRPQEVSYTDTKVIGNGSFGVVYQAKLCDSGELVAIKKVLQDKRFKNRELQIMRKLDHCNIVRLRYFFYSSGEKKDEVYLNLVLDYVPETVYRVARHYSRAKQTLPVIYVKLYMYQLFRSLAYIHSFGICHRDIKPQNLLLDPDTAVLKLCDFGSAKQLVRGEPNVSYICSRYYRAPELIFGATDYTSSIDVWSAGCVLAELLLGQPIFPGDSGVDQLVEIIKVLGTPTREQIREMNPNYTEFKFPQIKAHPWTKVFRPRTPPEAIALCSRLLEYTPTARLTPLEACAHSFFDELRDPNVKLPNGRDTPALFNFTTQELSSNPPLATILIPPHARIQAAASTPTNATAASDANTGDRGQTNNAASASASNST
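Assay system: GST-tagged human GSK3beta kinase, cell-free; Input: 1.6 ng GSK3beta; Medium: Tris/MgCl2 kinase buffer; Timing: 60 min enzyme reaction, room temperature; Signal: ADP-Glo luminescence quantifying ADP generated by kinase; Evaluation: score relative to plate controls; Benchmarks: DMSO neutral wells and GW8510 at 20 µM as positive.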
GSK3 alpha inh: blockers of GSK3A enzyme activity – biochemical, luminescence, cell-free homogeneous, HTS, primary screen; Glycogen synthase kinase-3 alpha (Homo sapiens), P49840; GSK-3 alpha kinase, ADP-Glo luminescence, 60 min; inhibition, % at 10 µM; 320,000 tested, 0.1% active; AID 2650, 2010;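 in the data active = inhibition above about 50%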;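 note: GST-tagged GSK-3 alpha with peptide substrate and 25 µM ATP; 0% = DMSO neutral wells and 100% = GW8510 positive control wells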
Target sequence (P49840 whole entry, looked up): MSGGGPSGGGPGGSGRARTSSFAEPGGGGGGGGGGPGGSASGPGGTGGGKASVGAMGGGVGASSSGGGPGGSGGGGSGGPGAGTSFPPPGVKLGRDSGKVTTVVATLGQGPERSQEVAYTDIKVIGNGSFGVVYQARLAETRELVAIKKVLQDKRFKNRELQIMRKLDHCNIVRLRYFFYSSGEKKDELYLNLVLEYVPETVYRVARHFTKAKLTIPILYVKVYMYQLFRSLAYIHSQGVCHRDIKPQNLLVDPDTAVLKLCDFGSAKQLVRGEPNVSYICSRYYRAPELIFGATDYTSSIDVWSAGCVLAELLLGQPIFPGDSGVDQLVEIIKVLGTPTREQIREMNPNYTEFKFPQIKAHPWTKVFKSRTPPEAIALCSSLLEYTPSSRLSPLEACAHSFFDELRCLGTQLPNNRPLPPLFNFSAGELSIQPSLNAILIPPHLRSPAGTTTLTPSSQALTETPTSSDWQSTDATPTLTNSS
HSP90 refold inh: HSP90 inhibitors, primary screen, cell lysate, luminescence. Rabbit reticulocyte lysate, luciferase refolding luminescence, 3 h. inhibition, % at 5.6 µM. Heat shock protein HSP 90 (rabbit reticulocyte lysate; luciferase refolding). AID 1789, 2009. 290,000 tested, 0.91% active;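 active = inhibition above the screen-wide mean plus 3 SD, computed separately per campaign, cut at about 16% in these data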;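 note: 0% = DMSO wells and 100% = 60 µM geldanamycin wells; inhibitors lower the luminescence because luciferase stays unfolded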
aSyn UTR inh: MLPCN primary screen, SNCA 5' untranslated region | alpha-synuclein 5'UTR reporter, inhibitor activity | inhibition, % (tested at 7.5 µM) | 300,000 tested, 0.82% active; in the data active = inhibition above about 60%;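 note: H4 neuroglioblastoma cells stably carrying SNCA 5'UTR luciferase fusion; 0% = DMSO wells and 100% = positive control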
HSF1 inhib: HSF1 inhibitors in luciferase reporter cells, primary screen, cell-based, NIH3T3, luminescence | NIH3T3-HGL HSE-luciferase, MG132-induced, luminescence 8 h; active compounds read low | activity change, negative = inhibition, % at 7.5 µM (by protocol) | AID 2098, 2009 | 300,000 tested, 0.77% active;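 active = more than half of replicate wells show activity change below -50%, luminescence cut by over half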;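 note: luciferase reports HSF-1 transcriptional activity via heat shock element; 0% = median of DMSO wells and -100% = zero luminescence signal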
IEC-6 tox: cytotoxicity in IEC-6 intestinal epithelial cells, primary screen, cytotoxicity control for KLF5 inhibitor project, cell-based, luminescence | IEC-6 cytotoxicity, luminescence viability | inhibition, % at 5 µM | 290,000 tested, 0.78% active | AID 1825, 2009; in the data active = inhibition above about 22%;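 note: 0% = plate median of test compound wells and 100% = cytotoxic reference compound wells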
AI-2 QS mod: Vibrio harveyi AI-2 quorum sensing modulators, primary screen, JMH597 strain, luminescence/OD600 ratio; AID 2094, 2009; 300,000 tested, 0.4% active; activity change, % at 7.5 µM; Vibrio harveyi JMH597 AI-2 luminescence/OD600 ratio, 9 h; active compounds read low; strain lacks LuxN and CqsS sensors; 0 = neutral-control median; in the data active = activity change below about -75%, passing the limit was not always enough;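 note: luminescence divided by OD600 gain over 9 h not by final OD600 alone; inactives centre near 13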
The depositor's hits bear a star; · = not tested or not shown.

SMILES	HIF activator	HSF-1 act	KLF5 inh	GSK3beta inhib	GSK3 alpha inh	HSP90 refold inh	aSyn UTR inh	HSF1 inhib	IEC-6 tox	AI-2 QS mod
Cc1nc(N2CCC(C(N)=O)CC2)c2nnn(Cc3ccccc3)c2n1	-0.6	-26	-33	-13	0	-3	6	-3	1	9
COc1ccc2c(=O)c(-c3ccc4c(c3)OCO4)coc2c1	3.7	14	-164	1	-2	-1	35	13	-1	34
O=C(NCc1ccco1)c1ccc(-c2cccc(Cl)c2)o1	2.3	8	-30	4	-8	-1	-74	3	0	41
Cc1ccc(NC(=O)COC(=O)c2ccccc2Cl)cc1S(=O)(=O)N(C)C	1.5	3	-23	1	-2	-2	-5	7	0	-52
CCN(CC(=O)NCc1ccc(Cl)cc1)C(=O)CCc1ccccc1O	0.7	0	-2	2	-2	0	27	1	2	20
Cc1ccc(NC(=O)C2=C(C(=O)O)CCCC2)cc1Br	0.7	-1	-1	-1	1	-2	-50	0	3	-2
Cc1nonc1OC(C)CNCCNc1ccc([N+](=O)[O-])cc1 (stereo not drawn)	-0.2	1	-4	2	-2	1	35	-3	-4	15
COC(=O)CNC(=O)C1Nc2ccc(OC(F)(F)F)cc2C2C=CCC12 (stereo not drawn)	-6.5	11	·	-1	-1	·	-6	1	·	22
C=CCSc1nnc(NC(=O)COc2ccccc2)s1	0.0	23	-30	0	1	2	-22	1	6	33
Cc1ccccc1-c1nc(C#N)c(N2CCC(C)CC2)o1	1.3	8	-49	-1	-1	1	-60	6	2	-6
CC(=O)c1ccc(NC(=O)c2cc(Cl)sc2Cl)cc1	3.2	11	-103	4	-2	-1	-156	8	9	8
Cc1ccc(-c2nc3ncccn3c2NC(=O)C2CC2)cc1	-0.1	9	-4	-3	0	0	-4	0	-1	15
COc1cccc(C2C(C(=O)c3cc4cccc(OC)c4o3)=C(O)C(=O)N2c2cc(C)on2)c1OC (stereo not drawn)	-0.5	26	18	0	0	4	-35	-4	-4	15
O=C(NNc1c(Cl)cccc1Cl)c1ccno1	0.1	-6	-3	0	-1	-5	-7	-5	-6	10
CCOC(=O)N1CCN(c2nnc(-c3ccc(C)cc3)c3ccccc23)CC1	0.3	4	5	1	0	1	25	-5	6	9
O=C(NCc1ccco1)C(=O)N1CCCC1	-0.1	8	-27	4	0	-6	-9	-3	4	3
Cc1ccc(Nc2c([N+](=O)[O-])c(=O)oc3ccccc23)cc1	0.1	-16	-13	0	3	-8	-15	-3	0	5
O=C(Nc1ccc(F)c(F)c1)c1cnc(-c2ccccc2)nc1-c1ccccc1	0.1	-16	-26	-2	-1	-1	10	0	-4	3
CC(=O)Nc1ccc(S(=O)(=O)NC(C)CCc2ccccc2)cc1 (stereo not drawn)	-5.7	1	-15	-5	-1	-2	16	2	3	12
CCOC(=O)C1CCCN(C(=O)c2ccc(OCC)cc2)C1 (stereo not drawn)	0.3	-4	-15	-5	·	-2	7	-3	-10	12
COc1ccc(S(=O)(=O)N2CCN(Cc3cccc(Cl)c3)CC2)cc1	-0.2	-4	7	-2	·	2	9	-8	-2	3
COC(=O)C1=CN(C2CC2)C=C(C(=O)OC)C1c1ccc(C(=O)OC)cc1	0.4	8	6	0	-3	4	7	-3	-1	15
CCc1ccc(N2CCN(CCNC(=O)Nc3ccc(OC)cc3)CC2)cc1	1.3	-2	-25	·	1	-2	13	2	-3	·
COc1ccccc1/C=C/C(=O)OCCCN(C)C	0.3	-22	-25	-2	-1	-2	-16	-13	-9	23
NC(=O)COc1ccc(NC(=O)c2ccccc2-c2ccccc2)cc1	-0.1	-16	-5	5	0	0	19	-4	5	-13
N#Cc1c(-c2ccco2)nc(NCC2CCCO2)[nH]c1=O (stereo not drawn)	-0.1	-16	-11	-4	2	3	10	-1	-2	53
CCOC(=O)c1cc(-c2csc(-c3cccc(Cl)c3)n2)on1	·	·	-10	-3	4	3	·	·	0	-5
Nc1c2c(nc3ccc(Br)cc13)N(C1CCCCC1)CC2	-2.5	43	-32	-3	-7	6	-12	22	5	26
COc1ccc(N2CCN(S(=O)(=O)CCNC(=O)c3cc(=O)c4ccccc4o3)CC2)cc1	-0.2	13	-4	0	-2	-3	13	-5	0	7
Cc1ccc(S(=O)(=O)NC(=O)c2ccccc2F)cc1	0.3	2	-29	4	0	-4	-1	0	-1	25
Cc1nn(-c2ccccc2)c(C)c1/C=N/Nc1nc2ccccc2[nH]1	1.3	423*	-123	4	-4	7	-56	337	6	15
O=C(c1cccc(N2C(=O)C3CC=CCC3C2=O)c1)N1CCCc2ccccc21 (stereo not drawn)	0.9	10	-17	0	2	-2	-18	0	-2	16
CCCC(=O)Nc1cc(-c2nn(C)c(=O)c3ccccc23)ccc1N1CCCCC1	-0.4	18	-24	3	·	-2	28	24	-3	29
CC(C)n1nc(C(=O)Nc2nnc(SCc3c(Cl)cccc3Cl)s2)c2ccccc2c1=O	0.0	4	5	-3	0	6	2	-4	0	-12
Cc1ccccc1NC(=O)Cc1nc(COC(=O)C(C)C)cs1	-0.2	-8	-26	-22	1	-4	-15	-3	-5	6
O=C(NC1CCCCCC1)C(=S)NC1CCCCC1	3.5	33	-32	1	-1	1	-98	14	-3	11
COc1ccc(/C=N/NC(=S)Nc2ccccc2)cc1COc1ccc(F)cc1	-1.6	11	-4	0	-3	0	5	7	-1	15
CCOC(=O)C1CCN(C(=O)c2sc3ncnc(N4CCC(C)CC4)c3c2C)CC1	0.4	38	-19	1	-1	5	23	8	0	5
Cc1c(C(=O)Nc2c(F)cccc2F)sc2ncn(CC(=O)N3CCCCC3)c(=O)c12	-0.3	1	0	0	-1	-4	-1	1	-1	53
COc1cc2c(cc1OC)CN(C(=O)c1cc(S(=O)(=O)N3CCOCC3)ccc1Cl)CC2	0.8	-12	-52	-3	1	-1	-13	-10	-5	46
Cc1nnc(SCC(=O)NN2C(=O)NC3(CCCCC3)C2=O)s1	0.0	3	8	0	0	-4	9	4	2	12
Cc1ccc(S(=O)(=O)N2CCN(C(=O)Cn3nc(C)c([N+](=O)[O-])c3C)CC2)c(C)c1	0.0	7	6	-3	0	1	17	4	4	15
COc1ccc(C(=O)CCC(C)(C)[N+](=O)[O-])cc1OC	0.6	-8	-21	-2	-4	3	9	-10	2	7
COc1ccc(CCCc2nnc(SCC(=O)N/N=C\c3ccc(O)c(OC)c3)o2)cc1C	0.0	30	-27	2	0	-2	8	7	-3	11
Cc1nc(NCC2CCCO2)c2nnn(Cc3c(F)cccc3Cl)c2n1 (stereo not drawn)	-2.9	9	-16	2	0	-1	10	-8	12	20
COc1ccc2nc(NC(=O)C3CCCN(S(=O)(=O)c4c(C)noc4C)C3)sc2c1 (stereo not drawn)	-0.1	-3	-8	-2	·	-4	27	-3	-3	16
CCCN1CCN(c2ncnc3scc(C4COc5ccccc5O4)c23)CC1 (stereo not drawn)	0.0	-6	-9	-3	7	6	8	-7	-3	-4
CCOC(=O)C1=C(N)c2ccccc2CC1C1CCCC1 (stereo not drawn)	-0.8	-31	0	1	0	-4	-5	-14	0	11
CCN(CC)c1ccc(C=Nc2ccc(C)cc2C)c(O)c1	2.1	-11	-23	0	1	1	-31	-3	1	2
CCOc1ccccc1NC(=O)c1ccc2[nH]c(C)c(C)c2c1	2.4	24	-106	-15	3	-2	-91	9	2	2
Further records
SMILES	HIF activator	HSF-1 act	KLF5 inh	GSK3beta inhib	GSK3 alpha inh	HSP90 refold inh	aSyn UTR inh	HSF1 inhib	IEC-6 tox	AI-2 QS mod
Nc1ccc(S(=O)(=O)N2CCCC2)cc1	·	4	-11	5	-3	-4	-7	2	0	14
COc1ccc(CN(C(=O)c2ccco2)c2ccccc2)cc1	0.0	20	-4	0	0	0	-12	6	4	-4
CC(C)NC(=O)CC(=O)N/N=C/c1cccs1	0.2	-12	-20	-1	-1	-1	9	-2	1	12
O=C(CCc1ccccc1)Nc1sc2c(c1C(=O)O)CCCC2	-0.2	6	·	3	2	·	16	1	·	20
Cc1cc(C)nc(/N=C(\N)C2=C(O)CC(C)(C)CC2=O)n1	0.2	15	-23	1	0	-1	-9	0	2	27
O=C(NCCCN1CCCC1)c1ccc2c(c1)N(Cc1cccc(Cl)c1)C(=O)c1ccccc1S2=O (stereo not drawn)	0.4	8	-4	-5	-2	5	-17	-5	-5	12
C=CCNC(=S)Nc1ccc(C)cc1[N+](=O)[O-]	2.3	9	-24	-5	-3	-4	-51	10	-6	20
Cc1cccc(Nc2ccc3nonc3c2[N+](=O)[O-])c1C	0.6	-21	-42	-1	-2	3	4	-15	0	10
O=C(N/N=C/c1ccncc1)C1C2CCCCCCC21 (stereo not drawn)	-0.1	7	-4	1	-1	5	25	-3	-6	35
COc1cc2oc(=O)cc(C)c2c(OC)c1OC	0.3	-4	7	-2	-2	0	5	-1	5	35

Brought forward from above: four compounds, followed by the next part.
SMILES	HIF activator	HSF-1 act	KLF5 inh	GSK3beta inhib	GSK3 alpha inh	HSP90 refold inh	aSyn UTR inh	HSF1 inhib	IEC-6 tox	AI-2 QS mod
C=CCNC(=S)Nc1ccc(C)cc1[N+](=O)[O-]	2.3	9	-24	-5	-3	-4	-51	10	-6	20
Cc1cccc(Nc2ccc3nonc3c2[N+](=O)[O-])c1C	0.6	-21	-42	-1	-2	3	4	-15	0	10
O=C(N/N=C/c1ccncc1)C1C2CCCCCCC21 (stereo not drawn)	-0.1	7	-4	1	-1	5	25	-3	-6	35
COc1cc2oc(=O)cc(C)c2c(OC)c1OC	0.3	-4	7	-2	-2	0	5	-1	5	35
CCOc1ccc(N2Nc3n[nH]c(N)c3N2)cc1	2.1	-44	-36	-3	-4	10	-65	-42	-3	11
O=C(Nc1ccc(N2CCOCC2)cc1)c1cccc2c(Br)cccc12	1.9	-7	-31	0	-1	6	-9	-6	0	26
CC(=O)c1ccc(N(C(=O)c2ccco2)C(C(=O)NC2CCCC2)c2cccs2)cc1 (stereo not drawn)	-18	1	-7	2	1	-4	-3	5	-7	-10
COc1ccc(N(CC(=O)Nc2ccc(OC)c(OC)c2)S(=O)(=O)c2ccccc2)cc1Cl	-0.6	6	-19	-1	-1	-2	-1	7	2	6
COCC1CCCN(Cc2nc(Cc3ccccc3)no2)C1 (stereo not drawn)	-0.5	-6	-7	2	-4	-2	-7	4	-3	14
CCO[C@@H]1OC(C(=O)NC2CC2)=C[C@H](C(C)(C)C)[C@H]1CCCO	-0.3	2	·	-1	0	·	6	1	·	18
NC1=NS(=O)(=O)NC1c1ccc(Cl)cc1 (stereo not drawn)	-0.9	0	-1	5	-2	-1	17	-5	1	19
